From PubChem
JMJD2A Tudor inh – JMJD2A Tudor domain (human) inhibition | O75164 | 390,000 tested, 4.4% active | Potency, µM (titrated, usually from 114 µM), without a hit: at the highest dose activity change, negative = inhibition, actives largely listed as inhibitors | AlphaScreen JMJD2A-Tudor / H3K4me3 peptide binding; further: on the % scale 0 is the no-effect control and ±100 the full control effect; nearly all actives have a fitted effect of over 50% in size
G9a inh – G9a (human) methyltransferase inhibition. G9a H3K9 monomethylation, AlphaScreen, 2 h. Potency, µM (highest dose often 102 µM), without a hit: at the highest dose activity, negative = inhibition, hits mostly inhibitors. Q96KQ7. 350,000 tested, 8.8% active; further: on the % scale 0 is the no-effect control and ±100 the full control effect; nearly all actives have a fitted effect of over 75% in size
Target sequence (Q96KQ7 913-1193 limits assumed): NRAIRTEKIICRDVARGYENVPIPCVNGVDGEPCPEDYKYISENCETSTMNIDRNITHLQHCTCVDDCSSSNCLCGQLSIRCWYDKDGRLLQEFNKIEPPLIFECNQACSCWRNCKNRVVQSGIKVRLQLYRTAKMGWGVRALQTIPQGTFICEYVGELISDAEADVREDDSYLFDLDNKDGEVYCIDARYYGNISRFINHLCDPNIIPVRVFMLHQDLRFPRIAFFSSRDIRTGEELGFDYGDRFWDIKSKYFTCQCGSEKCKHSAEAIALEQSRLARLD
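G9a (20 nM) was preincubated 15 min with compound, then reacted 2 h at room temperature with 500 nM biotin-H3K9 peptide and 20 µM SAM. Monomethyl-H3K9 detected by AlphaScreen using anti-H3K9me1 antibody.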
POLI inh – blocks human DNA polymerase iota activity; Q9UNA4; Pol iota fluorescent replication assay, 10 min; Potency, µM (top dose mostly 115 µM), without a hit: at the top dose activity, negative = inhibition, most hits filed as inhibitors; 390,000 tested, 1% active; AID 588590
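Fluorescent replication assay read twice, at 0 min and 10 min after adding 50 nM (final) substrate. Enzyme (10 nM) and compounds were first incubated 15 min at room temperature; enzyme-free buffer wells were negative controls.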
Pin1 inhibitor – inhibitors of human Pin1 | Pin1 FP peptide displacement, HiFluor488, 10 min | AID 504891 | 390,000 tested, 0.009% active | Potency, µM (titrated, usually from 115 µM), for the others: at the top dose activity, negative = inhibition, usual class: inhibitors; active means well fitted inhibition curve with a large enough effect in the polarisation, with a control signal flat, not every such curve was filed as active; inconclusive means small, poorly fitted or top-dose-only effect, or effect the other way, or a change in a side signal; inactive means no such curve, though single readings can be large or run the other way; the % refers to the polarisation; further: on the % scale 0 is the no-effect control and ±100 the full control effect
Target sequence (Q13526 whole entry, looked up): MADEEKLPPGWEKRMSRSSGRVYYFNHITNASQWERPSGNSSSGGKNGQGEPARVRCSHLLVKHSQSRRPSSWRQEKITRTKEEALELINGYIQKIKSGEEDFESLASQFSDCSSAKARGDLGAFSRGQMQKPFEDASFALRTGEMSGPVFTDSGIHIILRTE
GLS inh – blocks human kidney-isoform glutaminase activity; GLS enzymatic activity, qHTS titration; Potency, µM (titrated, usually from 45.5 µM), inactives show top-dose activity change, negative = inhibition, hits mostly inhibitors; 410,000 tested, 0.21% active; further: on the % scale 0 is the no-effect control and ±100 the full control effect
Target sequence (O94925 whole entry, looked up, canonical isoform): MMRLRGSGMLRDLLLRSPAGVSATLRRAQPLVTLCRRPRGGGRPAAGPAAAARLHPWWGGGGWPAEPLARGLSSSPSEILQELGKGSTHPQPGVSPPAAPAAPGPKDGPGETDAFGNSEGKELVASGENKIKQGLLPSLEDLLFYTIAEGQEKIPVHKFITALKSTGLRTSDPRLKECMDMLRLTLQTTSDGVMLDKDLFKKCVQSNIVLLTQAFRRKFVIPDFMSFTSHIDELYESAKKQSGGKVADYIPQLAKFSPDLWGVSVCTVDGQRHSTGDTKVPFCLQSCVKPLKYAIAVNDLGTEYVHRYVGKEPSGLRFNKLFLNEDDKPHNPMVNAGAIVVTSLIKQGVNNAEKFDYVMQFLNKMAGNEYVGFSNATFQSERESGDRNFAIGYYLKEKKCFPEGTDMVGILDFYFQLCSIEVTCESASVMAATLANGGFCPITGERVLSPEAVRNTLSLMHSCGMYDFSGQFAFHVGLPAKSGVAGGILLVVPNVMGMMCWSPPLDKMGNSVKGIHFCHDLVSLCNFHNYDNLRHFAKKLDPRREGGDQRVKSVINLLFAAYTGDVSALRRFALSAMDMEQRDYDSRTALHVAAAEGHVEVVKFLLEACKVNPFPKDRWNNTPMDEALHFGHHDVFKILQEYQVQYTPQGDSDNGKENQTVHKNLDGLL
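Enzyme dispensed in phosphate buffer (45 mM, pH 8.2, 0.02% Tween-20), compounds pinned in, then 1 mM L-glutamine solution and the glutamate oxidase–HRP–Amplex Red mix added; fluorescence read immediately and again after 30 min at room temperature.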
PGK inhibitor – blocks T. brucei phosphoglycerate kinase; AID 602233; 380,000 tested, 0.043% active; PGK/GAPDH coupled, Kinase-Glo luminescence, 60 min; Potency, µM (titrated, usually from 57.5 µM), for the others: at the highest dose activity change, negative = inhibition, most hits filed as inhibitors; P07378; further: on the % scale 0 is the no-effect control and ±100 the full control effect; nearly all actives have a fitted effect of over 60% in size
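Recombinant glycosomal PGK reaction used 1,3-bisphosphoglycerate generated in-well by GAPDH (100nM final) in 100mM TEA pH 7.6, 5mM MgCl2, 0.01% Tween-20. After 60 minutes at room temperature, ATP was read by Kinase-Glo Plus luminescence end-point.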
HP1b binding inh – inhibitors of HP1-beta chromodomain binding to methylated histone tails; AID 540317; Potency, µM (series often up to 114 µM), for the others: at the highest dose activity change, negative = inhibition, usual class: inhibitors; 390,000 tested, 0.56% active; P83916; AlphaScreen HP1-beta / biotin-H3K9me3 peptide binding; further: nearly all actives have a fitted effect of over 70% in size; inactives centre near 23
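AlphaScreen: HP1-beta (50 nM) preformed 30 min with biotin-H3(1-18)K9me3 peptide (50 nM) in PBS pH 7.4, 0.01% Tween-20. Compound added for 30 min at RT, then streptavidin donor/nickel chelate acceptor beads (10 ug/mL) for 30 min.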
BLM inh – inhibitors of human Bloom syndrome helicase BLM | 350,000 tested, 0.2% active | P54132 | recombinant BLM DNA unwinding, fluorescence dequenching | Potency, µM (titrated, usually from 56.1 µM), without a hit: at the top dose activity change, negative = inhibition, hits mostly inhibitors;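 further: plate controls were vehicle for no effect and no enzyme for full effect; nearly all actives have a fitted effect of over 35% in size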
BAZ2B block – inhibitors of human BAZ2B bromodomain; Q9UIF8; AlphaScreen BAZ2B-H3K14Ac peptide displacement; Potency, µM (titrated, usually from 114 µM), for inactives: at the highest dose activity change, negative = inhibition, actives largely listed as inhibitors; 360,000 tested, 4.4% active; further: on the % scale 0 is the no-effect control and ±100 the full control effect; nearly all actives have a fitted effect of over 60% in size
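AlphaScreen displacement: compounds (up to 110uM) incubated 30 min at room temperature with a preformed 50 nM BAZ2B/50 nM biotinylated H3K14Ac peptide complex in PBS pH 7.4 with Tween-20. Donor and acceptor beads at 10 ug/mL final added, 20 min light-protected before reading.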
* marks the source's active call; other numbers are inactive results; i = inactive; ? = inconclusive; nt = not tested or not shown; [ ] = remark or other dose. Unless noted, the call rests on the fitted dose curve; in most records, active means well fitted curve in the direction sought with a large enough effect; inconclusive means small, poorly fitted or top-dose-only effect, or another doubt; inactive means no such curve, though single readings can be large; an effect the other way counts as inactive or inconclusive. Potency means the concentration at half of the fitted maximal effect. This is a subset. The share of hits here may be higher or lower than overall.

SMILES | JMJD2A Tudor inh | G9a inh | POLI inh | Pin1 inhibitor | GLS inh | PGK inhibitor | HP1b binding inh | BLM inh | BAZ2B block
CCC(=O)OCc1cnc(C)c2oc(=O)c(C(=O)Nc3ccccc3C(F)(F)F)cc12 | -4% | 12%[12.7 µM] | -6% | 14% | 3% | -10% | 18% | -3% | -5%
CCOc1ccc(-c2ccc(C=O)o2)c([N+](=O)[O-])c1 | -35% | ? | 21% | 2% | 33% | -8% | -3% | -3% | ?
COc1ccc(C2(CNC(=O)C(=O)Nc3ccc(C)cc3)CCOCC2)cc1 | -5%[11.4 µM] | 4% | 103%[activator] | 4% | 5% | -4% | -33% | -2% | 1%
COc1ccc(-n2cc(C(=O)Oc3cc(C)cc(C)c3)c3ccccc3c2=O)cc1 | -6% | -13%[59 µM] | -23% | 1% | -7% | -9% | 13%[57 µM] | -7% | -8%
Cc1ccc(C(C)C)c(OCCCN2C(=O)NC(C)(C)C2=O)c1 | -10% | 11% | -6% | ? | 8% | 9% | 16% | -5% | -3%
COCCNc1ccnc2c(Cl)cccc12 | -4% | ? | 24% | 1% | -26% | i | 31% | 5% | 0%
Cc1cc(Cl)ccc1C(=O)C1CCCN(C(=O)c2ccoc2)C1 (stereo unspecified) | -25% | -18% | 7% | 7% | 1% | -1% | 40%[activator] | -4% | ?
c1ccc(-c2nnc(-c3ccco3)o2)cc1 | 15% | -30%[12.7 µM] | 2% | 0% | -13% | -8% | 20% | 1% | -5%
Cc1ccc2c(c1)C1CN(C)CCC1N2S(=O)(=O)c1cccc(F)c1 (stereo unspecified) | -13% | 10%[59 µM] | 7% | 2% | 1% | -6% | 9% | nt | -4%
C/C(CC(=O)Nc1ccc2c(c1)OCCO2)=N\NC(=O)COc1ccc(C)cc1Br | -21% | 7% | 29% | 0% | 12% | -7% | 2% | -7% | -23%
CN(CCc1ccccn1)C(=O)CC1C(=O)NCCN1Cc1cccc(F)c1 (stereo unspecified) | -6% | ? | -11% | -27% | 1% | -5% | 43%[activator] | 0% | -4%
C=CC(=O)N(CCC)C(c1ccccc1)c1ccccc1OC (stereo unspecified) | 0% | -8%[2.33 µM] | 2% | -6% | -9% | -1% | 37% | nt | 10%
CCOC(=O)c1c(-c2ccccc2)oc2cc(CN(C)C)c(O)c(CN(C)C)c12 | 50µM* | nt | 54%[activator] | -2% | 40%[activator] | -5% | -18% | nt | nt
COc1ccc(-c2ccccc2)cc1NC(=O)c1cccs1 | 24% | 87%[activator] | 142%[activator] | 5% | 1% | i | 67%[activator] | -5% | 12%
COC(=O)c1ccccc1NC(=S)N(Cc1ccc2c(c1)OCO2)Cc1cc2cc(OC)ccc2[nH]c1=O | -29% | -2%[59 µM] | -2% | 35%[activator] | 2% | -2% | 13% | -3% | -33%
CSc1nc2ccc(S(=O)(=O)N3CCOCC3)cc2s1 | -8% | 11%[12.7 µM] | -23% | 4% | 16% | 1% | 25% | 1% | -3%
CCN(CC(=O)NCc1ccccn1)S(=O)(=O)c1ccc(OC)cc1 | -10% | 12% | -6% | -4% | 5% | -4% | 7% | 1% | 7%
CCOc1ccc(CNC(=O)c2ccc(-c3nc(CS(=O)(=O)c4ccccc4)c(C)o3)cc2)cc1 | -7% | -25%[59 µM] | -15% | 3% | -6% | -1% | 23% | -6% | -18%
CCOC(=O)N1CCN(C(=O)C(=O)c2cn(CC(=O)N3CCCCCC3)c3ccccc23)CC1 | -13% | nt | 10% | 6% | 0% | -3% | 2% | -2% | -11%
O=C(Nc1ccccc1C(F)(F)F)c1cc(S(=O)(=O)N2CCC3(CC2)OCCO3)ccc1F | -11% | 3% | 17% | 0% | 3% | -8% | 24% | -4% | 1%
O=C1CCCN2N=C(SCC(=O)Nc3ccc(OC(F)(F)F)cc3)SC2=N1 | -11% | 5% | 57%[activator] | 3% | -1% | 1% | 8% | -6% | -1%
O/N=C1/CCCSc2ccccc21 | ? | 6% | 3% | -7% | 4% | -9% | 11% | -4% | -4%
O=C(/C=C/c1ccc2c(c1)OCO2)Nc1nncs1 | 6% | 8% | 17% | 6% | -5% | -6% | 46%[activator] | 1% | 0%
Cc1ccc(C2=NN(C(=O)CCC(=O)O)C(c3ccc4c(c3)OCO4)C2)cc1 (stereo unspecified) | -7% | -3%[59 µM] | 17% | -1% | 1% | -4% | 41%[activator] | -4% | -25%
COc1cc(NC(=O)Cn2nnc(-c3ccncc3)n2)cc(OC)c1 | -15% | -4% | 24% | 0% | 1% | nt | 22% | 0% | 2%
CS(=O)(=O)c1ccc(C(=O)Nc2ccc(-c3nc4ccccc4[nH]3)cc2)cc1 | -14% | 3% | -22% | 0% | -21% | -4% | 38% | -2% | ?
NC(=S)N=Nc1c(O)[nH]c2cc(F)c(F)cc12 | -26% | 6%[59 µM] | 24% | -1% | 3% | -9% | 20% | -2% | 4%
O=C(Nc1cc(S(=O)(=O)N2CCOCC2)ccc1N1CCOCC1)c1cn2ccccc2n1 | -18%[11.4 µM] | -10% | 14% | 11% | -14% | -9% | 57%[activator] | 1% | nt
COc1ccc(-c2cc(=O)[nH]c3ccccc23)cc1 | -31% | -46%[12.7 µM] | -28% | 77%[activator] | 0% | i | 20% | nt | -33%
CCN(CC)S(=O)(=O)c1ccc(N(C)C)c(NC(=O)C2CCCC2)c1 | -6%[11.4 µM] | 11% | -31% | -5% | 5% | -12% | 17% | -3% | -12%
COc1ccc(C(=O)Nc2nnc(C3=COCCO3)o2)cc1 | 40µM* | -47% | 35%[activator] | 6% | 0% | -4% | 45%[activator] | 2% | 16µM*
CCC(C(=O)NCc1ccc(F)cc1)N(Cc1cccs1)C(=O)c1snc(C(N)=O)c1N (stereo unspecified) | -18% | 0% | 75%[activator] | -1% | 13% | i | 9% | -6% | 0%
Cc1cc(C(=O)Nc2ccccc2N2CCOCC2)ccc1[N+](=O)[O-] | -25% | 18%[59 µM] | 30% | 6% | -4% | -12% | -8% | -2% | -9%
O=C(CCc1nnc(Cc2cccc(C(F)(F)F)c2)o1)NC1CC1 | -5% | 7% | 54%[activator] | -3% | -12% | 3% | 35% | -2% | 0%
CCOC(=O)N1CCN(C2CC(=O)N(c3ccc(Cl)c(Cl)c3)C2=O)CC1 (stereo unspecified) | -2% | ? | 7% | 7% | -2% | -3% | 46% | 4% | -2%
O=c1ccn([C@@H]2O[C@H](CNCc3ccc(-c4cc(C(F)(F)F)ccc4Cl)o3)[C@@H](O)[C@H]2O)c(=O)[nH]1 | -6% | nt | -12% | -2% | -2% | -2% | 42%[activator] | nt | nt

4 compounds from above, arranged by length of the SMILES, lowest first:
SMILES | JMJD2A Tudor inh | G9a inh | POLI inh | Pin1 inhibitor | GLS inh | PGK inhibitor | HP1b binding inh | BLM inh | BAZ2B block
O=C(/C=C/c1ccc2c(c1)OCO2)Nc1nncs1 | 6% | 8% | 17% | 6% | -5% | -6% | 46%[activator] | 1% | 0%
C=CC(=O)N(CCC)C(c1ccccc1)c1ccccc1OC (stereo unspecified) | 0% | -8%[2.33 µM] | 2% | -6% | -9% | -1% | 37% | nt | 10%
Cc1ccc2c(c1)C1CN(C)CCC1N2S(=O)(=O)c1cccc(F)c1 (stereo unspecified) | -13% | 10%[59 µM] | 7% | 2% | 1% | -6% | 9% | nt | -4%
COc1ccc(C2(CNC(=O)C(=O)Nc3ccc(C)cc3)CCOCC2)cc1 | -5%[11.4 µM] | 4% | 103%[activator] | 4% | 5% | -4% | -33% | -2% | 1%

The list goes on:
SMILES | JMJD2A Tudor inh | G9a inh | POLI inh | Pin1 inhibitor | GLS inh | PGK inhibitor | HP1b binding inh | BLM inh | BAZ2B block
O=C(Cn1cnc2c(nnn2-c2ccc(F)cc2)c1=O)N1CCCc2ccccc21 | -11% | 8%[59 µM] | ? | 1% | 2% | 0%[11.5 µM] | 26% | -6% | 16%
CN(C)S(=O)(=O)c1ccc(N2CCCC2)c(C(=O)Nc2ccccc2OC(F)F)c1 | -17% | -19% | 1% | -3% | 18% | 1% | 30% | -2% | -18%
COc1cccc(-c2noc(C3CC(=O)N(c4ccc(F)cc4)C3)n2)c1OC (stereo unspecified) | 0% | 7%[59 µM] | 19% | -11% | 0% | -3% | 40%[activator] | 0% | -2%
CCCn1c(=O)c(C(=O)Nc2ncccc2C)c(O)c2ccccc21 | 5% | 48% | 10% | 4% | 0% | 6% | 43%[activator] | -7% | 0%
COc1cc(C(=O)Oc2ccccc2/C=N/NC(=O)c2ccc(Cl)cc2)cc(OC)c1OC | -15% | 5%[59 µM] | -5% | 6% | -3% | -2% | 28% | -4% | -6%
CCOc1ccccc1NC(=O)Nc1ccc(CC#N)cc1 | -10% | 6% | 16% | -6% | 1% | -4% | 32% | -7% | -10%
Cc1cccc(C)c1NC(=O)CSc1nnc(C)c(=O)[nH]1 | -3% | 8% | -6% | 5% | 5% | 6% | 42%[activator] | -10% | 3%
CCOC(=O)c1[nH]c2ccc(OC)cc2c1NC(=S)N1CCN(c2cccc(C)c2C)CC1 | -26% | 19% | 13% | 11% | 10% | -6% | ? | -5% | 3%
CCCn1c(N)c(N2CCCCC2)c(=O)n(CC(=O)Nc2ccc(C(C)=O)cc2)c1=O | -15% | nt | 40%[activator] | -1% | 4.5µM* | i | 2% | nt | nt
COc1ccc(C2(CNC(=O)c3ccccc3)CCCC2)cc1OC | -10% | -3% | 3% | -2% | 4% | -5% | 30% | -1% | 2%
CC(=O)Nc1ccccc1Oc1ccccc1 | -2% | 18% | -24% | -1% | 6% | -6% | 15% | -2% | -3%
CCC(C)c1ccc(NC(=O)c2cccs2)cc1 (stereo unspecified) | 13% | 15% | 14% | 3% | -6% | nt | 55%[activator] | -11% | 20%
Cc1ccc(-n2nnnc2Sc2nc([N+](=O)[O-])nn2C)c(C)c1 | -3% | nt | 3% | 1% | -5% | 1% | 30% | nt | nt
CC(C)S(=O)(=O)c1oc(-c2cccs2)nc1S(=O)(=O)c1ccc(F)cc1 | -24% | ? | ? | 3% | 6% | 1% | 25% | -7% | -9%
COCP(=O)(c1ccccc1)c1ccccc1 | -10% | 25% | 9% | 2% | 2% | -4% | 19% | 2% | -21%
O=CN1Cc2ccccc2-c2ccccc2C1 | -1% | 7%[59 µM] | 115%[activator] | 0% | -14% | 1% | 28% | -9% | ?
